PRMT1 inh: inhibitors of human PRMT1; Q99873; recombinant PRMT1, activity-based probe fluorescence polarization; inhibition, % at 2.79 µM; actives 1.3% (n = 370,000); AID 652257;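 active = inhibition above about 21% made by adding two undisclosed values, limit read from the data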
Target sequence (Q99873 whole entry, looked up): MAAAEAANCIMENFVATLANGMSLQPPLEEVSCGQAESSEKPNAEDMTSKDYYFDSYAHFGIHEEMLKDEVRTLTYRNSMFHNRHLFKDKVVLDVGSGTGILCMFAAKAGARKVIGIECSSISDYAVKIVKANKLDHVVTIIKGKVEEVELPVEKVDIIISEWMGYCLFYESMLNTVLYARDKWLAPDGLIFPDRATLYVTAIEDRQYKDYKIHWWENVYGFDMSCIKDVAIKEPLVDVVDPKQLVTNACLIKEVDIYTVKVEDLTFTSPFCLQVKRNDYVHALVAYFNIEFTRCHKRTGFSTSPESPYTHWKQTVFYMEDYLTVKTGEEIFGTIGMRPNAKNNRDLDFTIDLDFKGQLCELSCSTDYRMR
Rev-erbA mod: Rev-erb alpha (human) modulation; P20393; Rev-erbα–FITC-DNA binding, fluorescence polarization, 90 min; activity, % at 10 µM; actives 0.79% (n = 370,000);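 active = activity above about 14%, limit read from the data; passing the limit was not always enough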;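 also: 0% = DMSO wells with 35 nM protein and 100% = DMSO wells with 750 nM protein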
TCR-CD3 inh: inhibitors of human TCR-CD3 interaction. TAMRA-labeled TCR probe fluorescence, biochemical. inhibition, % at 9.4 µM. actives 0.37% (n = 360,000); in the data active = inhibition above about 19%;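 also: recombinant mutant TCR 2C K166C tagged with TAMRA read by polarization; 0% = receptor in buffer alone and 100% = receptor with positive control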
UHRF1 MBD2 ctr: blocks human UHRF1 binding to methylated DNA. Q96T88. UHRF1 binding to methylated oligo, TR-FRET. inhibition, % at 4.4 µM. actives 0.75% (n = 370,000); in the data active = inhibition above about 21%;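 also: UHRF1 SRA domain binding a hemimethylated CpG hairpin DNA probe; 0% = median of test compound wells and 100% = reference inhibitor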
rCAG RNA binder: r(CAG) repeat RNA binding; TO-PRO-1 dye displacement fluorescence; inhibition, % at 3 µM; actives 1.3% (n = 370,000);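 active = inhibition above the plate cutoff, the mean of all test compounds on that plate plus 3 SD, cut at about 35% in these data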;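 also: 0% = DMSO alone and 100% = 100 µM mitoxantrone as full dye displacement; higher means more dye released from RNA so lower well fluorescence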
LEDGF integ inh: blocks HIV-1 LEDGF/p75-dependent DNA integration. TR-FRET IN-LEDGF/p75 DNA integration, Eu/Cy5. inhibition, % at 3.7 µM. actives 0.64% (n = 370,000). AID 743269;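 active = inhibition above the screen-wide mean plus 3 SD, cut at about 13% in these data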;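 also: signal is the Cy5 over europium emission ratio at 671 and 618 nm; 0% = plate median of compound wells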
mABHD4 FP: ABHD4 (mouse) inhibition, primary FP screen; inhibition, % at 8.92 µM; AID 720543; actives 0.54% (n = 370,000); purified mABHD4, FP-Rh probe fluorescence polarization; Q8VD66;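 active = inhibition exceeding the mean over every tested compound plus 3 SD, cut at about 30% in these data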;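 also: 0% = plate median of compound wells and 100% = S159A mutant with DMSO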
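Assay system: Wild-type mouse ABHD4 protein | Medium: HEPES pH 7.0 buffer, 150 mM NaCl, 0.01% Pluronic F-127 | Incubation: Enzyme–compound pre-incubation 45 min, then probe 60 min, both 25 °C | Technique: Fluorescence polarization with parallel and perpendicular emission, 525/598 nm | Evaluation: % inhibition of FP-Rh probe binding versus controls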
HTRA1 inhibitor: blocks human HTRA1 serine peptidase. actives 0.5% (n = 340,000). AID 504803. Q92743. recombinant HTRA1, FP-rhodamine activity-based probe, fluorescence polarization. inhibition, % at 5.96 µM; in the data active = inhibition above about 36%;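 also: 0% = enzyme with DMSO and 100% = wells lacking enzyme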
MBD2 inh: MBD2-methylated oligo binding inhibition; Q9UBB5; actives 0.31% (n = 370,000); inhibition, % at 4.4 µM; TR-FRET, MBD2 binding to methylated oligonucleotide; in the data active = inhibition above about 13%
Target sequence (Q9UBB5 whole entry, looked up): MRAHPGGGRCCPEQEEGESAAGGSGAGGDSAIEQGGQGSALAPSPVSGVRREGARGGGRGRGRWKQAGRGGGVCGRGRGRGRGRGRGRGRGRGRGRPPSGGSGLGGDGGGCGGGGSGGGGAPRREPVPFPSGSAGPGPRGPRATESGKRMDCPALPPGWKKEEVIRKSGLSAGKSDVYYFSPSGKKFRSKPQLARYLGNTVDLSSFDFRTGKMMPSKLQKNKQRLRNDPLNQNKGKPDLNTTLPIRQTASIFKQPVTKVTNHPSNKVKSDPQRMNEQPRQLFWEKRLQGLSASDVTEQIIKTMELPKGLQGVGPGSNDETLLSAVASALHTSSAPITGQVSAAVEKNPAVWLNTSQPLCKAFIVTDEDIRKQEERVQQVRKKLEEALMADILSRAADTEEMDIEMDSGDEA
PG9 binder: PG9 antibody binding by small molecule; TR-FRET gp120-PG9 antibody binding; inhibition, % at 6.7 µM; actives 0.43% (n = 360,000); AID 624416; in the data active = inhibition above about 8.5%
* = called active by the depositor; . = no result given.

SMILES	PRMT1 inh	Rev-erbA mod	TCR-CD3 inh	UHRF1 MBD2 ctr	rCAG RNA binder	LEDGF integ inh	mABHD4 FP	HTRA1 inhibitor	MBD2 inh	PG9 binder
CSCCC1NC2(C(=O)Nc3c(Cl)cccc32)[C@@H]2C(=O)N(C3CCCC3)C(=O)[C@H]12 (stereo partly specified)	-0.5	-1.0	-1.9	3.3	4.9	3.0	-1.8	-8.6	0.4	0.0
Cc1ccccc1NNC(N)=S	10.1	-1.8	-3.5	2.6	-1.9	-6.2	3.1	3.1	1.8	-2.9
COCCNC(=O)C1(S(=O)(=O)c2ccccc2)CC=CC1	-1.6	-8.0	2.3	-0.2	4.0	23.8*	2.8	1.8	-5.8	-1.3
Cc1ccc(C(=O)Nc2ncc(C)s2)s1	-0.6	1.2	3.0	-0.2	1.6	2.2	-1.2	-4.4	3.9	1.5
CCOC(=O)C(C(=O)NCc1cccc(OC)c1)c1ncc(C(F)(F)F)cc1Cl (stereo unspecified)	2.2	-6.3	-4.9	2.3	-9.4	-4.0	0.2	1.7	2.7	0.3
COc1cc2[nH]c(=O)n(CCC(=O)N3CCN(c4cccc(C)c4C)CC3)c(=O)c2cc1OC	-1.7	8.7	7.8	-0.1	1.9	-0.1	2.5	8.2	0.2	0.2
COc1ccc(Nc2cc(C(=O)NCc3ccco3)c3ccccc3n2)c(OC)c1	1.1	0.2	1.5	0.7	7.8	1.4	3.5	5.0	2.9	-2.3
COC(=O)c1cnn(-c2ccccc2)c1C(OC)OC	-6.7	-1.8	10.3	-2.4	1.4	1.0	6.8	10.6	-4.1	0.2
NC(=S)N=Nc1c(O)[nH]c2c(Br)cc(Br)cc12	2.7	-21.2	-3.2	-4.8	2.9	-1.4	11.3	.	-4.7	-3.7
C[C@H](CO)N1C[C@H](C)[C@@H](CN(C)S(=O)(=O)c2ccccc2)Oc2ccc(NS(=O)(=O)c3ccc(F)cc3)cc2C1=O	-2.6	3.4	1.3	-1.6	8.7	-1.8	-6.6	-6.7	2.7	-2.3
O=C1c2cccnc2C(O)N1Cc1ccccc1 (stereo unspecified)	-1.2	5.2	9.7	4.5	0.4	-3.2	0.8	-0.3	-2.6	-1.4
Nn1c(SCc2ccccc2F)nnc1-c1cccnc1	3.7	4.5	-0.8	-0.5	1.0	2.1	5.3	.	1.5	0.5
O=C(NCCCO)c1ccc2[nH]c3c(c2c1)CCCC3	-4.3	-4.3	-1.5	1.9	-4.0	1.4	3.6	7.6	1.1	-2.4
O=C(CNc1cc(S(=O)(=O)N2CCOCC2)ccc1NCC1CCCO1)Nc1cccc(F)c1 (stereo unspecified)	-0.1	-1.0	0.6	4.3	-2.3	-3.6	20.0	-7.5	1.4	-4.2
O=C(CN(Cc1ccccc1)S(=O)(=O)c1ccc2c(c1)OCCO2)N/N=C/c1ccc(F)cc1	-1.2	-0.1	8.3	-1.2	5.1	-2.2	-31.1	-82.3	4.4	-0.7
COc1ccc(OCCC(=O)OCC(=O)Nc2ccc(S(=O)(=O)N3CCOCC3)cc2)cc1	-2.1	0.2	6.0	-2.5	1.5	2.2	0.4	-7.3	1.5	-2.8
O=C(NCCCN1CCCC1)c1[nH]c(C(F)(F)F)nc1-c1ccccc1	0.4	-4.3	-7.7	14.8	1.1	0.9	3.8	.	7.5	-0.5
CN1C(C)(C)CC(O)(C(=O)O)CC1(C)C	2.6	-2.9	-3.0	0.6	0.1	0.0	7.4	.	-8.0	-0.4
COc1cccc(CNC(=O)CSCc2cnn(-c3ccccc3)c2-n2cccc2)c1	2.7	0.3	-6.6	4.2	-3.8	0.1	-14.7	-12.7	-5.0	-1.9
CCC(C)c1ccccc1NC(=O)c1cccnc1 (stereo unspecified)	-1.9	-1.9	3.7	-1.8	-2.9	-4.4	5.7	12.7	9.1	1.1
CCOC(=O)CS(=O)(=O)c1ccc(C(F)(F)F)cn1	4.7	0.2	-8.5	4.9	0.0	-3.6	-9.6	6.8	3.3	-1.8
COc1ccc(C(=O)c2oc3ccccc3c2NC(C)=O)cc1	2.0	-4.2	-0.1	-2.2	-0.6	-1.3	-3.4	-6.1	8.9	1.9
CCOC(=O)C(C(=O)OCC)c1cc(Br)c2noc3c2c1C(=O)c1ccccc1-3	31.8*	11.1	8.1	8.2	23.6	9.0	21.7	47.5*	3.6	0.5
CN1CCN(C2CN(Cc3cn(Cc4ccccc4)nn3)S(=O)(=O)C2)CC1 (stereo unspecified)	-0.5	0.4	-7.6	19.5	2.5	-8.4	-1.7	.	11.7	-2.4
COc1ccccc1C(=O)NC(=O)CSc1nncn1C	0.4	6.2	-2.5	-1.7	-0.8	-3.2	1.9	0.0	-0.4	-1.0
FC(F)(F)c1cc(CNC2CCC23CCC(c2ccccc2)CC3)ccc1Cl (stereo unspecified)	-1.8	-3.7	.	-3.0	.	0.7	3.0	.	-0.9	.
O=C(/C=C/c1ccco1)NCC1(c2ccccc2)CCCC1	9.5	8.7	2.0	3.7	-6.0	-7.9	-3.3	-6.9	4.4	-2.7
OCc1cn(-c2ccc(Cl)cc2)nn1	1.8	-2.9	2.0	-0.8	-1.3	0.7	0.2	3.0	4.3	-1.1
Cc1nc(SCCOc2ccccc2F)[nH]c(=O)c1Cc1ccccc1	9.0	3.0	-5.1	4.4	0.0	-2.6	-3.6	2.4	7.5	0.2
CN(CC(=O)N1CCc2ccccc2C1)c1ccccc1	-1.0	-2.9	-6.7	-1.2	2.4	-1.8	-1.1	2.2	-1.0	-1.5
COc1ccc(CCN(Cc2cccs2)S(=O)(=O)c2ccc(C)c(C)c2)cc1OC	2.6	0.7	.	-0.7	7.0	-1.1	-6.9	.	6.2	.
Cc1cc(C)c2nc(-c3ccccn3)cc(C(=O)NCc3cc(C)n(C)n3)c2c1	1.7	1.1	7.7	-1.8	-1.2	-2.0	-4.0	-0.7	-6.1	3.0
COC(=O)C1CN(Cc2cn(Cc3ccccc3)nn2)CCS(=O)(=O)N1Cc1ccccc1 (stereo unspecified)	-0.7	-3.2	.	28.1*	0.5	-0.6	6.5	.	5.7	.
Cc1ccc(NCC(=O)c2ccccc2)cc1Cl	1.4	-2.2	2.6	-1.4	2.1	-3.8	-1.3	1.9	0.7	-0.7
CC(=O)c1cccc(N=C2NC(=O)C(CO)(CO)S2)c1	-1.0	-4.6	1.4	-1.8	-0.3	-0.8	-4.3	6.8	-3.6	0.3
O=C(O)CSc1nnc(C2COc3ccccc3O2)n1-c1ccccc1 (stereo unspecified)	1.6	0.5	-2.2	4.8	3.4	3.9	1.4	2.3	-0.1	-0.7
O=C(CN1C(=O)c2ccccc2C1=O)OCC(=O)c1ccc(F)cc1	1.5	-4.2	0.8	0.2	-11.8	-1.5	4.8	-4.5	3.4	1.3
COc1ccc(OC)c(/C=C/C(=O)OCC(=O)NCc2cccs2)c1	0.4	-1.0	4.1	2.4	2.4	-1.9	-1.1	-5.5	-1.9	-0.4
Cc1ccccc1CN(C)CC(=O)Nc1ccccc1Oc1ccccc1	1.9	-1.2	-6.7	6.1	0.1	0.5	10.2	-16.8	-2.5	-0.4
O=C(CCN1CCc2ccccc2CC1)c1ccc2c(c1)OCCO2	40.3*	-0.4	11.1	-3.1	-3.8	-0.7	2.1	0.1	-4.7	-0.7

The closing 3 compounds of the section before are carried over, then new ones follow:
SMILES	PRMT1 inh	Rev-erbA mod	TCR-CD3 inh	UHRF1 MBD2 ctr	rCAG RNA binder	LEDGF integ inh	mABHD4 FP	HTRA1 inhibitor	MBD2 inh	PG9 binder
COc1ccc(OC)c(/C=C/C(=O)OCC(=O)NCc2cccs2)c1	0.4	-1.0	4.1	2.4	2.4	-1.9	-1.1	-5.5	-1.9	-0.4
Cc1ccccc1CN(C)CC(=O)Nc1ccccc1Oc1ccccc1	1.9	-1.2	-6.7	6.1	0.1	0.5	10.2	-16.8	-2.5	-0.4
O=C(CCN1CCc2ccccc2CC1)c1ccc2c(c1)OCCO2	40.3*	-0.4	11.1	-3.1	-3.8	-0.7	2.1	0.1	-4.7	-0.7
O=S1(=O)CC(N2CCN(CC3CC3)CC2)CN1C1CCCCC1 (stereo unspecified)	-8.3	-0.9	-1.0	-2.2	-0.1	-1.1	2.9	.	-1.6	-0.6
CN(CCOc1ccccc1)C(=O)C1CCC(=O)N(CCN2CCOCC2)C1 (stereo unspecified)	0.7	-6.4	5.2	4.8	-4.8	-4.8	1.2	-2.5	1.5	0.0
Cc1ncc([N+](=O)[O-])n1CCOC(=O)C12CC3CC(CC(C3)C1)C2	-2.1	-5.8	1.7	-2.1	-5.5	1.3	-1.2	0.2	-4.7	-1.0
CCCc1cc(=O)[nH]c(SCC(=O)N(CCOC)c2c(N)n(Cc3ccccc3)c(=O)[nH]c2=O)n1	2.6	-2.3	-2.7	2.9	-0.3	-1.4	4.8	4.7	1.0	-0.7
COc1ccc(NC(=O)c2ccc(COc3ccccc3)o2)c(OC)c1	-3.5	3.3	4.6	-3.2	-2.8	5.3	-5.3	-7.9	-0.1	-1.6
O=C(COC(=O)Cc1c[nH]c2ccccc12)Nc1c(Cl)cccc1C(F)(F)F	-0.9	1.1	3.9	-0.3	1.3	-3.2	4.6	1.0	-0.1	-2.0
COC(=O)c1cccc(Cn2c(Cl)c(/C=N/NC(=O)c3ccccc3Cl)sc2=O)c1	5.6	-0.6	2.6	-3.1	4.8	3.5	-2.8	-2.3	-4.4	-4.0
COc1ccc(COC(=O)C2=C(C)NC(=O)NC2c2ccc(F)cc2)cc1 (stereo unspecified)	-0.9	-1.8	1.9	0.1	-7.5	-0.4	-2.1	-10.5	4.1	0.4
CN(C)S(=O)(=O)c1ccc(S(=O)(=O)NCc2cccs2)cc1	-5.1	5.9	-0.7	-2.0	0.2	4.2	-8.4	10.9	-5.0	0.0
O=C1CCCN1c1ccc(C(=O)N(Cc2nnc(-c3ccccc3Cl)o2)C2CC2)cc1	-0.6	5.5	10.1	0.6	-3.0	-0.8	6.2	-3.0	2.9	0.1

The last 2 entries of the part above come first, to join the parts.
SMILES	PRMT1 inh	Rev-erbA mod	TCR-CD3 inh	UHRF1 MBD2 ctr	rCAG RNA binder	LEDGF integ inh	mABHD4 FP	HTRA1 inhibitor	MBD2 inh	PG9 binder
CN(C)S(=O)(=O)c1ccc(S(=O)(=O)NCc2cccs2)cc1	-5.1	5.9	-0.7	-2.0	0.2	4.2	-8.4	10.9	-5.0	0.0
O=C1CCCN1c1ccc(C(=O)N(Cc2nnc(-c3ccccc3Cl)o2)C2CC2)cc1	-0.6	5.5	10.1	0.6	-3.0	-0.8	6.2	-3.0	2.9	0.1
CCCCCCn1c(=O)c(Cc2ccccc2)c(O)c2ccccc21	-0.8	-1.7	9.5	3.6	-0.4	-2.1	-1.3	-2.9	3.2	-2.3
Nc1ncnc2c1ncn2[C@@H]1O[C@H](CNCC(O)CO)[C@@H](O)[C@H]1O (stereo partly specified)	-3.3	-0.3	5.2	2.0	1.8	3.6	7.2	-2.6	1.1	1.5
COc1ccc2nc3oc(C(=O)Nc4ccc(OC)c(OC)c4)cc3cc2c1	-1.2	-20.1	5.6	-0.5	-0.4	-0.4	-4.9	-0.2	1.0	-0.9
CC(NC(=O)COC(=O)c1ccc(OCC2CCCO2)cc1)c1ccccc1Cl (stereo unspecified)	-2.6	-2.8	3.7	3.0	-1.4	2.4	-0.8	-7.1	-4.0	-0.5
Cc1ccc(CSc2nn3c(=O)c(C)nnc3s2)cc1	-1.6	7.4	0.3	-2.5	0.3	7.0	-11.3	0.7	0.6	-1.2
N#Cc1ccc(C(c2nnnn2CCc2ccccc2)N2CCCCCC2)cc1 (stereo unspecified)	4.0	-0.1	-0.3	2.0	-8.4	1.8	3.0	-16.4	2.0	1.5

Compound activity from PubChem.

Some of the compounds tested; rates above refer to the full screens.
